DAX1 inh-1: DAX1 (NR0B1) inhibition, primary screen; inhibition, % at 6.8 µM; AID 652010; HEK293T StAR-luciferase reporter, SF-1/DAX-1 repression relief; 370,000 compounds, 1.1% hits;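 active means inhibition above the mean over all tested compounds plus 3 SD, cut at about 3.6% in these data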;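 further: 0% = DAX-1 cells with DMSO and 100% = cells lacking DAX-1 with DMSO; higher inhibition means more luminescence from relief of DAX-1 repression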
hcDAF12 agonist: activates DAF-12 receptor from parasite H. contortus; HEK293 hcDAF-12 lit1-tk-luc reporter, luminescence; 0% DMSO, 100% Δ7-dafachronic acid; activation, % at 6.8 µM; 370,000 compounds, 1.4% hits; AID 652067;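 active means activation above the mean of all tested compounds plus 3 SD, cut at about 5.5% in these data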;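 further: 100% = response to 3 µM Δ7-dafachronic acid high control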
HGIII-sPLA2 inh: Blocks human group III sPLA2 activity; Q9NZ20; QFRET BODIPY PC-A2 liposome hydrolysis, fluorescence; inhibition, % at 12.2 µM; 370,000 compounds, 0.56% hits; AID 743126;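 active means inhibition above mean plus 3 SD of compounds lying within the high and low control bounds, cut at about 19% in these data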;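 further: 0% = median of test compound wells and 100% = no enzyme DMSO wells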
GC-B act: GC-B (human) receptor activation; P20594; HEK293-GC-B cells, CNP EC30, cGMP TR-FRET; 0% at EC30 CNP, 100% saturating CNP; activation, % at 10 µM; 370,000 compounds, 0.11% hits;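 active means activation at 10 µM reaching about 35% in either raw or pattern-adjusted values, limit read from the data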
GAA850 FXN act: frataxin GAA850 promoter activation; 360,000 compounds, 0.56% hits; HEK293 lucGAA850 FXN promoter luciferase reporter, 24 h; percent of 10 µM SAHA response; activation, % at 6 µM;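 active means activation above the average of all compounds screened plus 3 SD, cutoff fixed separately per campaign, cut at about 7.5% in these data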;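 further: 0% = DMSO wells and 100% = 10 µM SAHA wells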
GC-A act: GC-A (human) enzyme activation | activation, % at 10 µM | 370,000 compounds, 0.14% hits | HEK293 GC-A cells, cGMP TR-FRET, EC30 ANP; 0% at EC30 ANP, 100% saturating ANP; in the data active means activation above about 40%
Target sequence (P16066 whole entry, looked up): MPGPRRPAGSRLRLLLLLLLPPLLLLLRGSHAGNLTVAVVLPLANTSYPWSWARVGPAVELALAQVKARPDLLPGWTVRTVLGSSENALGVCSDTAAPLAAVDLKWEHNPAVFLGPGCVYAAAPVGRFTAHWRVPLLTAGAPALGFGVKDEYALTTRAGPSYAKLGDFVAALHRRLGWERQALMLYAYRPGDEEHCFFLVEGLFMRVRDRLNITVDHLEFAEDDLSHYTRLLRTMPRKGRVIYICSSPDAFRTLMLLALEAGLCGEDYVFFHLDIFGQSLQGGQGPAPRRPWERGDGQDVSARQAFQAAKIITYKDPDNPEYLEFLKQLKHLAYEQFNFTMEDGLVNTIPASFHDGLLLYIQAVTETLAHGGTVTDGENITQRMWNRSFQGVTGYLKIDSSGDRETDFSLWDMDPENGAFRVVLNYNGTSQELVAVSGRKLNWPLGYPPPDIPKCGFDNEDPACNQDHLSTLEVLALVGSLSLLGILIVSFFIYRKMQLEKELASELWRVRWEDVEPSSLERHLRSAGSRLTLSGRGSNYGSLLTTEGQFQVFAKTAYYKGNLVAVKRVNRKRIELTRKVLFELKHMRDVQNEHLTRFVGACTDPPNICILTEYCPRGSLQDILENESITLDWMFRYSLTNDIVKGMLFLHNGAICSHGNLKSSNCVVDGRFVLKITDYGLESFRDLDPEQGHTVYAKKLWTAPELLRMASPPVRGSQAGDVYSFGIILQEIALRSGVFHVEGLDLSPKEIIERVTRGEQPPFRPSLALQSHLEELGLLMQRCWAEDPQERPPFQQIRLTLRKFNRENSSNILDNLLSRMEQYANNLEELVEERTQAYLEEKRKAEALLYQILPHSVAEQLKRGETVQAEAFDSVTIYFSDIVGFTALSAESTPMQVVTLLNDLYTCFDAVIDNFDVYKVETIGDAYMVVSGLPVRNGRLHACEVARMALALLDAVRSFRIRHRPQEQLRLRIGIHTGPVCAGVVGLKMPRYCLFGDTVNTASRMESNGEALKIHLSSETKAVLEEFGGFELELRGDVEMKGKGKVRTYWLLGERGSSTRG
hgDAF12 agonist: agonists of H. glycines DAF-12 nuclear receptor; AID 687014; 370,000 compounds, 1.8% hits; activation, % at 6.8 µM; HEK293 GAL4-hgDAF12 UAS-luciferase reporter, agonist luminescence; normalized to butyrate control;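 active means activation above a cutoff set at the mean of all screened compounds plus 3 SD, cut at about 10% in these data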;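 further: 0% = DMSO wells and 100% = sodium butyrate wells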
proKLK7 act: activators of human kallikrein-7 zymogen. 370,000 compounds, 0.9% hits. activation, % at 7 µM. AID 652039. purified proKLK7, EDANS-DABCYL substrate fluorescence; 100% is mature enzyme control, 0% vehicle. P49862;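 active means activation above the mean of all tested compounds plus 3 SD, computed per campaign excluding outliers beyond control limits, cut at about 13% in these data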
DAX1 inh-2: inhibitors of human orphan nuclear receptor DAX1 (NR0B1). AID 504766. inhibition, % at 6.75 µM. 340,000 compounds, 0.99% hits. HEK293 Gal4-DAX1 luciferase reporter, luminescence. P51843;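 active means inhibition above the mean over all tested compounds plus 3 SD, cut at about 4.2% in these data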;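 further: 0% = DAX1-transfected cells with DMSO and 100% = empty-vector control cells with DMSO; inhibition shows as a rise in luminescence from relieved DAX1 repression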
ssDAF-12 act: activates DAF-12 receptor from parasite S. stercoralis. HEK293 ssDAF-12/GRIP1 lit1-tk-luc reporter, luminescence; % of 3 µM dafachronic acid response. activation, % at 6.8 µM. 370,000 compounds, 1% hits. AID 652126;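 active means activation above the mean over all tested compounds plus 3 SD, cut at about 0.9% in these data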;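 further: 0% = DMSO-only wells and 100% = 3 µM delta7-dafachronic acid wells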
SMARCA2 activ: activators of SMARCA2 function | activation, % at 9.1 µM | AID 652017 | MG213 cells, MMTV-luciferase reporter, dexamethasone, overnight | 370,000 compounds, 1% hits; in the data active means activation above about 7.8%;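 further: 0% = vehicle wells and 100% = reference activator wells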
Numbers without * were called inactive. Hits appear at their usual frequency, and some 6.7% of all compounds hit somewhere here.

What do the screens show for `C[C@@H](CO)NC(=O)c1[nH]cnc1C(=O)Nc1ccc(CNC(=O)OC(C)(C)C)cc1`?
DAX1 inh-1: -1.0; hcDAF12 agonist: -1.3; HGIII-sPLA2 inh: -3.7; GC-B act: 0.0; GAA850 FXN act: -0.9; GC-A act: 1.4; hgDAF12 agonist: -5.0; proKLK7 act: 0.6; DAX1 inh-2: -0.4; ssDAF-12 act: -1.4; SMARCA2 activ: -2.9

Results for Cc1ccc(N2CCN(C(=O)CCc3nc4ccccc4[nH]3)CC2)c(C)c1 ?
DAX1 inh-1: -1.9; hcDAF12 agonist: -1.1; HGIII-sPLA2 inh: -2.1; GC-B act: -13.7; GAA850 FXN act: -1.6; GC-A act: -11.0; hgDAF12 agonist: 3.0; proKLK7 act: -0.4; DAX1 inh-2: -0.6; ssDAF-12 act: -1.9; SMARCA2 activ: 1.4

How did Cc1ccc(NC(=O)CN2C(=O)N/C(=C/c3cc(C)n(-c4cccc(C(=O)O)c4)c3C)C2=O)cc1 do in these assays?
DAX1 inh-1: 1.0; hcDAF12 agonist: -0.7; HGIII-sPLA2 inh: -25.5; GC-B act: -0.8; GAA850 FXN act: 1.4; GC-A act: -3.0; hgDAF12 agonist: 6.2; proKLK7 act: 1.4; DAX1 inh-2: -1.2; ssDAF-12 act: -1.4; SMARCA2 activ: -1.1

What do the screens show for `CC(Oc1ccc(F)cc1)c1nnc(SCC(=O)N(c2ccccc2)C2CCS(=O)(=O)C2)o1` (stereo unspecified)?
DAX1 inh-1: -4.4; hcDAF12 agonist: -2.7; HGIII-sPLA2 inh: -2.9; GC-B act: 4.2; GAA850 FXN act: 1.0; GC-A act: 3.8; hgDAF12 agonist: -0.6; proKLK7 act: 0.6; DAX1 inh-2: -2.0; ssDAF-12 act: -1.1; SMARCA2 activ: -2.1

Results for O=Cc1c(N2CCN(c3ccccc3)CC2)nc2ccccn2c1=O ?
DAX1 inh-1: 0.6; hcDAF12 agonist: 0.6; HGIII-sPLA2 inh: -2.9; GC-B act: -1.8; GAA850 FXN act: 2.7; GC-A act: -3.2; hgDAF12 agonist: 6.2; proKLK7 act: -0.1; DAX1 inh-2: -0.4; ssDAF-12 act: -0.7; SMARCA2 activ: 1.7

Results for Cn1c(NC2CCCCC2)c(N=O)c(=O)n(C)c1=O ?
DAX1 inh-1: 0.1; hcDAF12 agonist: -1.4; HGIII-sPLA2 inh: 2.3; GC-B act: -2.2; GAA850 FXN act: 0.6; GC-A act: -2.8; hgDAF12 agonist: -0.2; proKLK7 act: -0.9; DAX1 inh-2: 1.4; ssDAF-12 act: -1.1; SMARCA2 activ: -0.9

What do the screens show for `FCCCOc1ccc(/C=N/OCc2c(Cl)cccc2Cl)cc1`?
DAX1 inh-1: -0.4; hcDAF12 agonist: -0.8; HGIII-sPLA2 inh: 10.6; GC-B act: -11.4; GAA850 FXN act: 1.9; GC-A act: 1.9; hgDAF12 agonist: 0.7; proKLK7 act: -0.5; DAX1 inh-2: -0.4; ssDAF-12 act: -0.7; SMARCA2 activ: -1.1

How did CC(C)(C)OC(=O)n1cc(C(=O)c2ccccc2O)cn1 do in these assays?
DAX1 inh-1: 0.1; hcDAF12 agonist: 1.4; HGIII-sPLA2 inh: -1.3; GC-B act: -11.3; GAA850 FXN act: 0.7; GC-A act: -0.1; hgDAF12 agonist: 6.7; proKLK7 act: 2.3; DAX1 inh-2: 1.2; ssDAF-12 act: -1.0; SMARCA2 activ: -1.0

Results for Cn1c2ccccc2c(=O)c2cc(C#Cc3ccccn3)ccc21 ?
DAX1 inh-1: 0.5; hcDAF12 agonist: 1.6; HGIII-sPLA2 inh: -2.1; GC-B act: 4.1; GAA850 FXN act: 5.2; GC-A act: 4.4; hgDAF12 agonist: 2.1; proKLK7 act: -24.8; DAX1 inh-2: 1.5; ssDAF-12 act: 0.1; SMARCA2 activ: 8.1*

How did Cc1cccnc1NC(=O)c1cccc(S(=O)(=O)NCc2ccccc2)c1 do in these assays?
DAX1 inh-1: 1.1; hcDAF12 agonist: -1.4; HGIII-sPLA2 inh: 11.2; GC-B act: 1.4; GAA850 FXN act: -0.3; GC-A act: 0.4; hgDAF12 agonist: 2.4; proKLK7 act: 0.2; DAX1 inh-2: 1.8; ssDAF-12 act: -1.0; SMARCA2 activ: -3.1

Results for Cc1ccc(NC(=O)C2C(=O)N(C)c3ccccc32)cc1 (stereo unspecified) ?
DAX1 inh-1: 0.4; hcDAF12 agonist: 1.5; HGIII-sPLA2 inh: -3.4; GC-B act: -5.5; GAA850 FXN act: 1.1; GC-A act: 1.5; hgDAF12 agonist: 2.3; proKLK7 act: -0.5; DAX1 inh-2: -0.9; ssDAF-12 act: -0.6; SMARCA2 activ: 1.2

Results for Cc1c(Cl)cccc1NC(=S)NCC1COc2ccccc2O1 (stereo unspecified) ?
DAX1 inh-1: -0.5; hcDAF12 agonist: -1.9; HGIII-sPLA2 inh: 1.5; GC-B act: -7.9; GAA850 FXN act: 1.1; GC-A act: -4.0; hgDAF12 agonist: -0.9; proKLK7 act: -0.1; DAX1 inh-2: -1.5; ssDAF-12 act: -1.0; SMARCA2 activ: -4.4

How did COC(=O)c1c(NC(=O)c2ccco2)sc2c1CCC2 do in these assays?
DAX1 inh-1: 0.1; hcDAF12 agonist: 2.4; HGIII-sPLA2 inh: -5.7; GC-B act: -10.7; GAA850 FXN act: -0.9; GC-A act: -4.4; hgDAF12 agonist: 2.5; proKLK7 act: 1.4; DAX1 inh-2: -0.2; ssDAF-12 act: -0.6; SMARCA2 activ: -0.3

What do the screens show for `O=C(COc1ccccc1)NC(=S)Nc1ccc2c(c1)Cc1ccccc1-2`?
DAX1 inh-1: -0.2; hcDAF12 agonist: -0.4; HGIII-sPLA2 inh: 5.6; GC-B act: -15.3; GAA850 FXN act: 1.9; GC-A act: -29.3; hgDAF12 agonist: 2.4; proKLK7 act: -0.2; DAX1 inh-2: 0.3; ssDAF-12 act: -0.8; SMARCA2 activ: 5.4

What do the screens show for `Cn1cnnc1SCc1ccccc1Br`?
DAX1 inh-1: -0.2; hcDAF12 agonist: -1.3; HGIII-sPLA2 inh: -1.5; GC-B act: 0.2; GAA850 FXN act: -0.1; GC-A act: -0.4; hgDAF12 agonist: -2.3; proKLK7 act: 0.3; DAX1 inh-2: 1.4; ssDAF-12 act: -1.3; SMARCA2 activ: 0.5

Results for CCCCc1cc2c(cc1NC(=O)CN1CCCCC1)OCCO2 ?
DAX1 inh-1: 0.1; hcDAF12 agonist: 0.0; HGIII-sPLA2 inh: -5.9; GC-B act: -3.0; GAA850 FXN act: 0.7; GC-A act: 0.7; hgDAF12 agonist: 0.8; proKLK7 act: 0.0; DAX1 inh-2: 0.4; ssDAF-12 act: -1.1; SMARCA2 activ: -1.6

Results for O=[N+]([O-])c1ccc(C(O)C23CN4CN(CN(C4)C2)C3)cc1 (stereo unspecified) ?
DAX1 inh-1: 0.2; hcDAF12 agonist: -0.6; HGIII-sPLA2 inh: 5.6; GAA850 FXN act: -0.1; hgDAF12 agonist: -3.0; proKLK7 act: -0.1; DAX1 inh-2: 1.6; ssDAF-12 act: -1.1; SMARCA2 activ: -2.9

What do the screens show for `COCCNC(=O)C(c1ccco1)N(Cc1ccc(OC)cc1)C(=O)Cn1nnc2ccccc21` (stereo unspecified)?
DAX1 inh-1: 0.6; hcDAF12 agonist: -2.1; HGIII-sPLA2 inh: 10.7; GC-B act: 3.1; GAA850 FXN act: 6.0; GC-A act: -4.3; hgDAF12 agonist: 0.4; proKLK7 act: -0.2; DAX1 inh-2: 0.0; ssDAF-12 act: -1.4; SMARCA2 activ: -2.9

Results for CCC(=O)c1ccc(OCC(=O)OCC(=O)c2cc(C)n(CC3CCCO3)c2C)cc1 (stereo unspecified) ?
DAX1 inh-1: 1.2; hcDAF12 agonist: -0.7; HGIII-sPLA2 inh: 7.2; GC-B act: -8.5; GAA850 FXN act: -0.4; GC-A act: 6.9; hgDAF12 agonist: -0.3; proKLK7 act: -0.7; DAX1 inh-2: 0.4; ssDAF-12 act: -1.1; SMARCA2 activ: -2.1

How did CCOC(=O)CSc1nc2c(c(=O)n(C)c(=O)n2C)n1Cc1ccccc1F do in these assays?
DAX1 inh-1: -0.6; hcDAF12 agonist: -1.0; HGIII-sPLA2 inh: -1.1; GC-B act: 5.6; GAA850 FXN act: -2.9; GC-A act: 10.2; hgDAF12 agonist: 2.0; proKLK7 act: 0.4; DAX1 inh-2: 2.1; ssDAF-12 act: -1.8; SMARCA2 activ: 5.9

Results for COC(=O)c1sc(N)c(C(=O)OC)c1COC(=O)CNS(=O)(=O)c1cccc(C#N)c1 ?
DAX1 inh-1: -0.5; hcDAF12 agonist: 1.4; HGIII-sPLA2 inh: -17.6; GC-B act: -3.5; GAA850 FXN act: 2.4; GC-A act: -3.9; hgDAF12 agonist: 0.5; proKLK7 act: -0.2; DAX1 inh-2: 1.1; ssDAF-12 act: -1.4; SMARCA2 activ: 2.3

What do the screens show for `COC(=O)c1ccc(NC(=S)NC2CC2)cc1`?
DAX1 inh-1: -0.6; hcDAF12 agonist: -2.0; HGIII-sPLA2 inh: 3.9; GC-B act: 2.4; GAA850 FXN act: 1.2; GC-A act: 7.1; hgDAF12 agonist: 1.6; proKLK7 act: 0.6; DAX1 inh-2: -0.1; ssDAF-12 act: -1.4; SMARCA2 activ: -3.0

Results for CSCCC(c1nnnn1-c1c(C)cccc1C)N1CCN(C/C=C/c2ccccc2)CC1 (stereo unspecified) ?
DAX1 inh-1: 0.4; hcDAF12 agonist: 1.9; HGIII-sPLA2 inh: -12.3; GC-B act: 7.7; GC-A act: 0.3; hgDAF12 agonist: 3.5; proKLK7 act: 0.6; ssDAF-12 act: -1.5; SMARCA2 activ: -4.6

How did COc1ccc(OC(=O)Nc2ccc([N+](=O)[O-])cc2OC)cc1 do in these assays?
DAX1 inh-1: 0.1; hcDAF12 agonist: -1.9; HGIII-sPLA2 inh: 4.3; GC-B act: -0.4; GAA850 FXN act: 0.1; GC-A act: 3.4; hgDAF12 agonist: -1.6; proKLK7 act: -0.8; DAX1 inh-2: 0.1; ssDAF-12 act: -1.2; SMARCA2 activ: -1.9

What do the screens show for `O=C(COc1ccc(Br)cc1)Nc1ccc([N+](=O)[O-])cn1`?
DAX1 inh-1: -0.4; hcDAF12 agonist: -0.5; HGIII-sPLA2 inh: -2.9; GC-B act: -10.8; GAA850 FXN act: -0.2; GC-A act: 3.3; hgDAF12 agonist: 1.0; proKLK7 act: 0.4; DAX1 inh-2: 1.1; ssDAF-12 act: -1.6; SMARCA2 activ: 2.1

What do the screens show for `Cc1cc(N(CCO)CCO)ccc1C(c1ccc(N(CCO)CCO)cc1C)c1ccccc1Cl`?
DAX1 inh-1: 0.7; hcDAF12 agonist: -0.3; HGIII-sPLA2 inh: -17.3; GC-B act: -1.1; GAA850 FXN act: -1.9; GC-A act: -7.0; hgDAF12 agonist: -0.4; proKLK7 act: 0.3; DAX1 inh-2: -1.4; ssDAF-12 act: -1.5; SMARCA2 activ: -0.3

From PubChem BioAssay
